# Bioassay records (PubChem)
# bCat KO growth: beta-catenin-lacking colon tumor cell growth suppression. viability, % at 10 µM. HCT116 beta-catenin knockout viability, CellTiter-Glo, 60 h; active compounds read low. hit rate 1.5% among 140,000;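 active = viability at or under a set limit, the compound median less 4 SD, cut at about 6% in these data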;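 note: 0% = Hyamine 1622 control at 20 µM and 100% = untreated cell control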
# E-sel TNF inh: blocks E-selectin expression induced by TNF alpha; HUVEC TNFa-induced E-selectin immunofluorescence, high content; inhibition, % at 2 µM; hit rate 0.71% among 120,000; AID 1246;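 active = inhibition above the batch mean plus 3 SD, and confirmed as a hit on visual image review, cut at about 43% in these data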;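 note: 0% = TNF-stimulated DMSO wells and 100% = unstimulated control wells; not every result past the cut was called active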
# Yeast life ext: yeast lifespan extension. inhibition of the nicotinamide effect, % at 10 µM. hit rate 0.68% among 130,000. S. cerevisiae growth with nicotinamide, OD615; deaD strain in restrictive glucose medium. AID 775;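 active = inhibition above a set limit, placed 3 SD over the median of all compounds, cut at about 26% in these data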;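 note: 0% = nicotinamide-treated wells and 100% = cells grown without nicotinamide; some compounds called inactive have numbers as strong as hits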
#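 Test system – modified budding yeast, DeaD strain · Compound – single dose 10 µM compound, 0.25% DMSO · Times – culture preincubation 4 h, compound exposure 48 h, both 30 °C · Detection – optical density (absorbance) at 615 nm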
# BB579 growth dn: yeast BB579 growth reduction in restrictive medium | S. cerevisiae BB579 growth, OD615, 48 h | inhibition, % at 10 µM | AID 804 | hit rate 0.51% among 140,000;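 active = inhibition above a set limit, 3 SD over the mean compound inhibition, cut at about 44% in these data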; note: inactives centre near -24
#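 test system = yeast BB579 (DeaD) | buffer or medium = restrictive CSMM-D medium | doses = single compound dose of 10 µM, 0.25% DMSO final | times = 4 h preincubation and 48 h exposure at 30 °C | technique = culture absorbance at 615 nm | benchmarks = amphotericin B 10 µg/mL, positive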
# HCT116 PTEN-null: growth suppressors of cells with PTEN tumor suppressor deletion; viability, % at 10 µM; AID 827; hit rate 1.2% among 140,000; HCT116 PTEN-null viability, CellTiter-Glo, 60 h; active compounds read low;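 active = viability at or below a set limit, 4 SD under the median of all tested compounds, cut at about 3.7% in these data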;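 note: PTEN knockout HCT116 line with beta catenin targeted HCT116 as companion control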
# Phagocytosis inh: inhibitors of macrophage phagocytosis. J774A.1 macrophage IgG-bead phagocytosis, imaging. inhibition, % at 5 µM. hit rate 0.07% among 110,000. AID 1029;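 active = inhibition above the mean of the plate negative controls plus 5 SD, cut at about 13% in these data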;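 note: phagocytic index as fraction of beads internalized from green versus red external bead signal; plate controls were DMSO negative control for no effect and cytochalasin-D positive control for full effect; some results beyond the cut were filed as inactive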
# GALR2 antag: antagonists of human galanin receptor 2 (GALR2). AID 828. GALR2-expressing cells, antagonist mode. hit rate 0.39% among 140,000. O43603. inhibition, % at 4 µM; in the data active = inhibition above about 27%;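 note: cells stimulated with galanin 1-16 at roughly its EC80; 0% = agonist challenge control and 100% = basal control without agonist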
# Target sequence (O43603 whole entry, looked up): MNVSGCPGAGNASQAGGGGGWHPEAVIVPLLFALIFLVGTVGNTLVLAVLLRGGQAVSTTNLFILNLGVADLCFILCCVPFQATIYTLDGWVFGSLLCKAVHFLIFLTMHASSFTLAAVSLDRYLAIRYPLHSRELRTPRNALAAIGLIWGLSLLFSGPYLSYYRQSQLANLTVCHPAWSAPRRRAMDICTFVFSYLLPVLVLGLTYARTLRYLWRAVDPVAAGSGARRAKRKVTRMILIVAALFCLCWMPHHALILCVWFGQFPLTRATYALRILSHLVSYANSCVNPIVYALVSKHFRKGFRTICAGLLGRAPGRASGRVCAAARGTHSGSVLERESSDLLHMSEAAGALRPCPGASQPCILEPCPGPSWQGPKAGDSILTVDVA
# NPY-Y2 antag: blocks the human neuropeptide Y Y2 receptor. NPY-Y2 expressing cells, antagonist mode. inhibition, % at 2.7 µM. hit rate 0.99% among 140,000; in the data active = inhibition above about 17%;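 note: 0% = vehicle with agonist challenge and 100% = reference antagonist with challenge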
# Target sequence (P49146 whole entry, looked up): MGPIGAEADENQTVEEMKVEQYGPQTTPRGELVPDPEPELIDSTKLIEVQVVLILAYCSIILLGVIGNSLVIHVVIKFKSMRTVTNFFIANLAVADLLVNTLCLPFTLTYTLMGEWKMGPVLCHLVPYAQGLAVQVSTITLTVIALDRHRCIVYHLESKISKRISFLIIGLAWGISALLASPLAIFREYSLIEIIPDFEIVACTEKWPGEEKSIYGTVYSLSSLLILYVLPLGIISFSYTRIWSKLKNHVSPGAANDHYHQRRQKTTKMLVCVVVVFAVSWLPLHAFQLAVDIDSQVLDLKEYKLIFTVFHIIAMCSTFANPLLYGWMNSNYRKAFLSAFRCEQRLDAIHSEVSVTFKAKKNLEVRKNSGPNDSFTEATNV
# MRP1 act: MRP-1 activation; H69AR cells + doxorubicin, viability rescue, CellTiter-Glo; viability increase, % at 10 µM; hit rate 0.61% among 140,000; AID 799;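 active = viability gain under doxorubicin at or above a set limit, the compound median plus 3 SD, cut at about 4.7% in these data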;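 note: MRP-1 overexpressing cells given doxorubicin 25 µM after compound pretreatment; 18-22 h compound pretreatment then 72 h with doxorubicin before readout; 0% = doxorubicin-only wells and 100% = vehicle-treated cells without doxorubicin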
# Measles CPE: protection of cells from measles virus; hit rate 1.5% among 140,000; protection (pct of control), % at 4 µM; Measles virus-infected cells, CPE protection, absorbance; in the data active = protection mostly above about 24%, no sharp cut-off; inactive = mostly below about 26%; note: some compounds called inactive have numbers as strong as hits
# An asterisk follows results filed as active; . = not tested or not shown; & = joins results of further samples. Compounds as they come. Share with any hit: about 6.1%.
No.	SMILES	bCat KO growth	E-sel TNF inh	Yeast life ext	BB579 growth dn	HCT116 PTEN-null	Phagocytosis inh	GALR2 antag	NPY-Y2 antag	MRP1 act	Measles CPE
1	CC(=O)Nc1nc(-c2ccccc2)nc(C)c1C(C)=O	107	-14	-14	8	102	0	18	2	-0.7	10
2	COC(=O)C(NC(C)=O)(Nc1ccc(Br)cc1)C(=O)OC	98	.	-11	-36	103	0	3	3	-2.2	9
3	COc1ccc(-c2coc3cc4oc(=O)c5ccccc5c4cc23)cc1F	4.5*	.	-7	-12	6	12	-8	5	-4.8	5
4	O=C(NCc1ccc(Cl)cc1)C(=O)NCC(c1ccco1)N1CCOCC1 (stereo not given)	95	-2	1	-28	104	-15	3	1	9.1*	7
5	CCCCCCNCc1c(F)cccc1Cl	98	-4	5	-8	95	-5	2	3	0.1	57*
6	COCC(C)NC(=O)c1ccccc1[N+](=O)[O-] (stereo not given)	97	-3	-1	-29	101	-4	0	3	1.7	1
7	NCCc1cnc[nH]1	93&101	.	5&5	-18&-61	95&92	.	-8&6	0&2	-0.8&-0.2	55&20
8	Nc1c(-c2ccc(Cl)cc2)cnn1C1CCS(=O)(=O)C1 (stereo not given)	98	-8	-4	-52	101	2	0	3	-0.5	5
9	Cc1ccc(OCC(=O)N/N=C/C=C/c2ccco2)cc1	83	-30	-8	-36	83	1	5	7	-2.9	5
10	O=C(Nc1ccc(Cl)cc1)OCc1cc(-c2ccccc2)on1	93	-28	-6	-25	90	.	-2	13	1.3	31
11	Cc1ccc(-c2nc3cc(NS(=O)(=O)c4ccc(C)cc4)ccc3o2)cc1	67	7	-6	-60	79	-1	-4	2	0.3	12
12	CCOc1ccc2nc(SCc3ccc(OC)cc3)sc2c1	87	-2	-6	-47	91	-5	4	6	0.0	9
13	CCOC(=O)NC(=O)CSc1nnc(C)s1	96	13	7	-17	101	0	6	2	-1.0	22
14	CCCN1c2cccc3cccc(c23)S1(=O)=O	101	-17	-13	-18	99	0	4	5	-1.0	20
15	O=C(/C=C/c1ccc([N+](=O)[O-])cc1)NCc1ccccn1	104	9	3	-1	104	-2	15	0	-0.4	22
16	Cc1cccc(-n2[nH]c(C)c(C=Nc3ccc4[nH]c(=O)[nH]c4c3)c2=O)c1	93	.	3	-34	94	-9	-17	1	1.5	18
17	COc1cc(CCC(=O)Nc2ccc(Cl)c(C(F)(F)F)c2)cc(OC)c1OC	92	-2	0	-45	82	-3	6	2	0.2	7
18	Cc1ccc(S(=O)(=O)NC(=O)c2cccn2C)cc1	93	-12	2	-20	90	0	5	1	-3.4	5
19	O=C(CSc1nnc(Cc2cccs2)n1Cc1ccco1)Nc1ccc(Br)cc1	75	19	-1	1	75	1	6	9	3.2	20
20	Cc1ccc2sc(NNC(=O)c3cc(-c4cccs4)nc4ccccc34)nc2c1C	4.8*	6	0	-15	4	.	-4	5	-4.5	15
21	COc1cc(OC)c(OC)cc1/C=N/NC(=O)c1cc(-c2cccn2C)n[nH]1	99	-51	-7	-30	106	2	4	0	-0.8	7
22	CCC(C)(C)NC(=O)C(c1ccccc1F)N(Cc1ccco1)C(=O)c1csnn1 (stereo not given)	88	.	-5	-23	82	-2	10	1	-4.7	19
23	Cc1ccc(C)c(SCC(=O)OCC(=O)Nc2ccc(S(=O)(=O)N3CCOCC3)cc2)c1	83	-28	-29	-20	100	-1	4	3	-2.7	11
24	CCOC(=O)COc1c(-c2ccc(OC)cc2)oc2ccccc2c1=O	85	-22	.	-27	101	.	-14	6	-0.2	9
25	CC(C)NCCCCOc1ccccc1-c1ccccc1	79	-3	0	-34	76	2	14	7	-4.2	6
26	COC(=O)C1=C(CSc2nnnn2C)NC(=O)NC1c1cc(C)ccc1C (stereo not given)	103	-22	-9	3	99	-3	-6	2	-3.3	8
27	Cc1ccc(C)c(S(=O)(=O)N/N=C/c2ccc(C(=O)O)cc2)c1	96	.	3	-28	100	-4	10	-1	0.1	9
28	O=C(COc1ccccc1)Nc1sc2c(c1C(=O)NCc1cccnc1)CCCC2	95	12	-20	-63	100	0	-8	3	-0.6	8
29	COc1cccc2c(=O)n(CC(=O)Nc3ccc(F)cc3F)ccc12	106	11	-10	-15	108	-1	2	7	-0.5	4
30	COC(=O)C1=C(C(=O)OC)SC2(S1)C(C(=O)OC)=C(C(=O)OC)SC1=C2c2cc(C)cc(C)c2NC1(C)C	37	.	-9	-51	59	0	-6	-2	-4.2	5
31	Cn1nnnc1SCCNS(=O)(=O)c1ccccc1	81	1	-12	-27	111&105	1	1	-1	1.1	4
32	N#Cc1c(N)oc(-c2ccccc2)c1-c1ccccc1	99	-29	-7	-62	100	0	7	2	-0.6	8
33	Cc1oc(-c2ccccc2)cc1C(=O)Nc1ccc2ccccc2c1	91	-2	14	-96	94	-2	10	1	-0.5	10
34	O=C1CCCN1c1ccc(S(=O)(=O)NCCOc2ccccc2)cc1	65	-18	.	-37	81	.	-1	5	2.8	15
35	Cc1cc(C)c(-c2c(O)c3cnn(-c4ccccc4)c3[nH]c2=O)c(C)c1	90	4	2	-38	102	-6	9	1	-1.2	9
36	Cc1cccc(NC(=O)CCC(=O)N/N=C/c2ccco2)c1	101	-8	-1	-26	95	-14	2	1	-0.6	11
37	O=C(CSc1nnc(-c2ccc(F)cc2)o1)Nc1ccc(S(=O)(=O)N2CCCC2)cc1	89	.	-8	-35	82	0	-8	3	0.0	39
38	CCOC(=O)C(=O)Nc1ccc(S(=O)(=O)Nc2ncccn2)cc1	94	.	-4	-8	84	-2	-5	0	-0.8	17
39	Cc1ccc(Nc2nc3ccccc3nc2Nc2c(C)n(C)n(-c3ccccc3)c2=O)cc1	73	8	-5	-33	72	-2	9	2	1.8	2
40	COc1ccc2c(c1OC)C(=O)N1c3ccccc3C(=O)N(c3ccccc3F)C21 (stereo not given)	50	-32	-2	17	54	-4	12	11	-6.1	6
41	O=C1S/C(=C/c2ccc(N3CCOCC3)o2)C(=O)N1Cc1ccc(F)cc1	96	9	-3	-81	102	2	-5	0	-2.1	6
42	CCSc1nnc(NC(=O)Cc2ccc(OC)c(OC)c2)s1	106	-3	-21	-44	99	.	-6	-1	-2.4	2
43	CCOC(=O)c1c(/N=C/N(C)C)sc(/C=N/Nc2ccccc2)c1-c1ccccc1Cl	82	-30	2	-45	89	-4	21	-3	0.8	5
44	O=C(N/N=C/c1ccc(Sc2nc3ccccc3[nH]2)o1)c1ccncc1	53	.	7	-20	60	-3	-3	1	-4.3	14
45	N#CC(c1ccc(F)cc1)c1ccc(C(=O)c2ccccc2)cc1 (stereo not given)	76	6	-7	-15	81	0	-6	5	-0.5	4
46	COc1cccc(OCCCCCCN2CCOCC2)c1	78	-1	-6	-19	97	-1	-25	2	-0.7	24
47	COc1ccccc1-c1cc(C(=O)NCc2ccccc2)no1	99	-4	-17	-21	97	1	2	7	-2.2	5
48	Cc1ccc(-n2c(SCC(=O)NCC3CCCO3)nc3c(c2=O)SCC3)cc1 (stereo not given)	90	-32	-14	-23	92	-4	10	4	-1.1	10
49	Cc1cccc(-c2cc3nc4c(c(N5CCOCC5)n3n2)CCCC4)c1	63	0	-19	-81	53	-6	13	4	-2.1	6
50	C/C(CC(=O)Nc1ccc2c(c1)OCO2)=N\NC(=O)C(c1ccccc1)c1ccccc1	99	6	12	-17	91	-5	-2	2	-3.1	6
51	Cc1nnc(-c2ccc(Oc3ccc(C)c(C)c3)c([N+](=O)[O-])c2)o1	76	-2	-6	-39	81	1	-6	3	-1.2	26
52	C=CCOc1cccc(C2C(C(=O)c3ccco3)=C(O)C(=O)N2Cc2ccncc2)c1 (stereo not given)	97	13	12	-36	96	-3	4	-3	-1.2	2
53	COc1cc(/C=N/NC(=O)c2cccs2)ccc1OCc1ccccc1	84	-17	-22	-6	80	.	-7	4	-0.7	7
54	CCOC(=O)CC(=O)CSCC(=O)Nc1ccc(C)cc1	74	-41	-15	9	76	0	3	0	-3.0	4
55	Cc1nn(-c2ccccc2)c(C)c1C(=O)OCC(=O)N1CC(=O)Nc2ccccc21	112	11	-12	-18	107	-2	3	3	0.8	26
56	Cc1cccc(C)c1NC(=O)CSc1nnc(C)n1-c1ccccc1	91	-27	.	8	90	.	0	0	-1.0	18
57	Cc1cc(C)nc(SCC(=O)Nc2ccc(S(=O)(=O)N3CCCCC3)cc2)n1	63	20	-6	-41	64	0	4	3	-3.8	3
58	CCOC(=O)c1cnc2cc(-c3ccc(Cl)cc3)nn2c1N	93	-18	-17	-36	90	0	1	-2	-3.5	10
59	C=CCNC(=O)CC(C)C(CCCCC)C(=O)O (stereo not given)	78	.	-8	-1	96	0	-1	0	-3.2	4
60	COCCCN(C(C)=O)c1nc(-c2ccccc2)cs1	89	6	-14	-46	95	-5	6	3	-0.8	16

# Further records.
No.	SMILES	bCat KO growth	E-sel TNF inh	Yeast life ext	BB579 growth dn	HCT116 PTEN-null	Phagocytosis inh	GALR2 antag	NPY-Y2 antag	MRP1 act	Measles CPE
61	CN1CCN(c2ccccc2NC(=O)c2ccc(Br)o2)CC1	80	-34	-11	-65	84	0	1	10	-0.5	10
62	Cc1cc(=O)oc2cc(OCC#N)ccc12	103	.	0	20	99	0	10	0	0.3	1
63	Cc1ccccc1Cn1c(-c2cncs2)nc2ccccc21	74	-28	-8	-71	79	0	6	7	-1.2	4
64	Cc1nc2ccccc2n1CCc1nc2c3ccccc3nc(SCC(=O)NCc3ccco3)n2n1	90	17	2	-30	79	0	-1	0	-2.7	7
65	Cc1ccc(/C=C/C(=O)N2CCN(c3cccc(C(F)(F)F)c3)CC2)cc1	101	-18	12	-21	103	-9	0	21*	2.6	8
66	O=[N+]([O-])c1nn(-c2ccc3c(c2)OCCO3)n(O)c1=NCCCO	88	-43	-6	-26	86	-1	0	2	-5.3	3
67	O=C(Nc1ccc(Cl)cc1Cl)c1n[nH]c(Cn2cncn2)n1	98	5	-13	-18	93	.	-2	3	-1.0	19
68	Cc1ccc(OCCCCn2ccnc2)c(Cl)c1	90	-53	-1	-28	88	-2	-3	0	0.7	2
69	Cc1cc2c(cc1C)NC(c1nc3ccccc3[nH]1)C1=C(CC(C)(C)CC1=O)N2 (stereo not given)	86	-8	-17	-32	79	.	6	0	-2.6	5
70	O=C(COc1ncnc2c1cnn2-c1ccccc1)Nc1ccc(S(=O)(=O)N2CCCCC2)cc1	58	.	-2	-33	59	-10	6	9	-1.9	9
71	CC1(C)CC1C(=O)Nc1ccc([N+](=O)[O-])cc1Br (stereo not given)	91	.	-3	-19	81	-8	13	4	1.9	11
72	O=C(Nc1ccccc1N1CCOCC1)c1cnccn1	90	.	-25	-57	92	.	-3	3	-1.2	2
73	O=C(CN(C(=O)CCC(=O)Nc1nccs1)c1ccc(F)cc1)NCc1ccco1	104	17	-12	-28	96	-3	3	1	-1.5	13
